Screening data from PubChem BioAssay.
a7 integrin act: activators of alpha7 integrin expression for muscular dystrophy. alpha7betagal myoblasts, beta-gal FDG fluorescence, 48 h. Potency, µM (titrated, usually from 38.3 µM), for inactives: top-dose activation, usual class: activators. 350,000 compounds, 0.064% hits. AID 624291;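 also: potency is read from the fitted curve at half-maximal effect; 100% = response of the positive control SU9516; nearly all actives have a fitted effect of over 60% in size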
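Alpha7betagal+/- myoblasts (passage 13) were plated 16-24 hr, then exposed to compounds (1:260 dilution of DMSO stock) for 48 hours at 37C. After MPER lysis, β-galactosidase reporter activity was read as FDG fluorescence (ex 480/em 540) after 30 minutes.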
TSHR antag: blocks TSH signaling through the human TSH receptor; P16473; TSHR-expressing cells, TSH-stimulated cAMP HTRF, 2 h; stronger effect = lower value; activity change, negative = inhibition, % at 11.5 µM; 330,000 compounds, 0.2% hits; AID 504810;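 active = activity change below a set negative limit, meaning inhibition stronger than a set level, cut at about -70% in these data; inconclusive = activity change between two set negative limits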; also: % is scaled to controls: 0 for no effect and ±100 for the full control effect
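Antagonism was scored as loss of TSH-driven cAMP in TSHR cells, stimulated with 4nM TSH (EC80) for 2 hours at 37 deg C and detected by homogeneous HTRF competition immunoassay.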
ELG1 DNA repair: ELG1-dependent DNA repair inhibition | AID 504467 | 330,000 compounds, 2.3% hits | Potency, µM (highest dose often 46.1 µM), without a hit: top-dose activity change, negative = inhibition, actives largely listed as inhibitors | HEK293T ELG1-luciferase reporter, luminescence, 16 h; DNA damage induced by 5-fluorouridine; also: potency is read from the fitted curve at half-maximal effect; % is scaled to controls: 0 for no effect and ±100 for the full control effect; nearly all actives have a fitted effect of over 55% in size
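Step one: seed 2,000 cells per well. Step two: pin-transfer compound or DMSO alongside 5-fluorouridine. Step three: incubate 16 hr, 37 °C, 5% CO2. Step four: add ONE-Glo, wait 30 min, read luminescence.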
Eya2 inh: blocks the phosphatase activity of human Eya2; AID 488837; 330,000 compounds, 0.006% hits; recombinant Eya2, OMFP fluorescence dephosphorylation (OMFP is methylfluorescein phosphate); Potency, µM (titrated, usually from 76.9 µM), without a hit: at the highest dose activity, negative = inhibition, actives largely listed as inhibitors; also: potency is read from the fitted curve at half-maximal effect; % is scaled to controls: 0 for no effect and ±100 for the full control effect
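Eya2 protein (added as 0.2 uM solution) was preincubated with compound for 10 min at ambient temperature in 50 mM HEPES pH 7.5, 50 mM NaCl, 5 uM MgCl2, 0.05% BSA, 1 mM DTT. OMFP (added at 50 uM) then reacted 10 min; fluorescence read at 485/525 nm.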
S-ASM inh: human S-ASM enzyme inhibition. AID 504937. Potency, µM (series often up to 57.5 µM), inactives show at the highest dose activity change, negative = inhibition, hits mostly inhibitors. 340,000 compounds, 0.006% hits. P17405. placental ASM, HMU-PC fluorogenic substrate, 60 min; also: potency is read from the fitted curve at half-maximal effect
Target sequence (P17405 47-631 limits assumed): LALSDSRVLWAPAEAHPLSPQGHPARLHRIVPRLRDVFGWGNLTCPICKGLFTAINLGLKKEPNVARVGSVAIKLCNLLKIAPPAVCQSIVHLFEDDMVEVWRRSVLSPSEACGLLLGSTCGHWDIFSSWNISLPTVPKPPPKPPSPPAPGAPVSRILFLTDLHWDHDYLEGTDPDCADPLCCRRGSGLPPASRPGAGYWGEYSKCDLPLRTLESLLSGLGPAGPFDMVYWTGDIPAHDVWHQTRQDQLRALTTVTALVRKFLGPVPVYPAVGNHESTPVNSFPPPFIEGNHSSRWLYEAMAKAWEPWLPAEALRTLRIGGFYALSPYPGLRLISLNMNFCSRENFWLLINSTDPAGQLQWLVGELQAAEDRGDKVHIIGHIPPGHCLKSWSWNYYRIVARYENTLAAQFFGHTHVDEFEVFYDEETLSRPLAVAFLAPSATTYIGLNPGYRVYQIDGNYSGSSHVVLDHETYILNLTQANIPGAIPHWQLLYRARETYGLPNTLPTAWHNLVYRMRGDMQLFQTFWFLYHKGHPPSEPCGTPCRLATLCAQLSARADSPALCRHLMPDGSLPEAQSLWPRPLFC
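HMU-PC0 cleavage (9 uM final) by human placental ASM, 60 min at 37 °C following 10 min compound exposure at RT; stopped at pH 10, fluorescence Ex 386/Em 447 nm.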
TSG101-PTAP inh: blocks PTAP/TSG101 interaction to inhibit HIV-1 budding | Fluorescence polarization, FITC-PTAP peptide / Tsg101 binding | 340,000 tested, under 10 active | Potency, µM (top dose mostly 115 µM), for the others: at the highest dose activity change, negative = inhibition, usual class: inhibitors | AID 493005 | Q99816; active = well fitted inhibition curve with a large enough effect in the main read-out, with a control signal flat, not every such curve was filed as active; inconclusive = small, poorly fitted or top-dose-only effect, or effect the other way, or a change in a side signal; inactive = no such curve, though single readings can be large or run the other way; also: potency is read from the fitted curve at half-maximal effect; % of control where 0% means no effect
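Fluorescence anisotropy tracks displacement of a FITC-tagged PTAP peptide (50 nM) from the Tsg101 binding domain (10 uM), following a 20 min room-temperature incubation at pH 7.5.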
TCR act: activates T cell receptor signaling. AID 504894. primary human leukocytes, anti-CD3, IL-2 HTRF, 48 h. 330,000 tested, under 10 active. Potency, µM (series often up to 9.22 µM), without a hit: at the highest dose activation of IL-2 secretion, most hits filed as activators; also: % of control where 0% means no effect
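Readout: HTRF IL-2, Eu-cryptate/d2 antibody pair, 320nm excitation, 665nm emission. Stimulus: a-CD3 beads, no co-stimulation. Cells: primary human leukocytes. Exposure: 48 hr with compound.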
BCR signal inh: inhibitors of chronic active B-cell receptor signaling; ABC-DLBCL IkBa-CBG/CBR reporter, luminescence ratio, 4 h; Potency, µM (titrated, usually from 46.1 µM), without a hit: at the highest dose ratio change, negative = lower green/red ratio, hits mostly inhibitors; 340,000 compounds, 0.05% hits; AID 493014; active = well fitted inhibition curve with a large enough effect in the signal ratio, with a control signal flat, not every such curve was filed as active; inconclusive = small, poorly fitted or top-dose-only effect, or effect the other way, or a change in a side signal; the % refers to the signal ratio;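 also: potency is read from the fitted curve at half-maximal effect; plate controls were basal doxycycline-induced cells for no effect and cells given 10 µM MG132 for full effect; MG132 reads +100%, hits lower the ratio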
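Compounds up to 46 uM were incubated four hours with TMD8 cells whose green CBG68 luciferase is fused to IkappaBalpha; red CBR luminescence normalised the signal, and concentration-effect curves were fitted to fusion, red and ratio data.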
Mito fusion act: inhibitors of mitochondrial division or activators of mitochondrial fusion; Potency, µM (doses to about 46.1 µM), for the others: at the top dose growth rescue (activation), hits mostly activators; AID 485298; S. cerevisiae fusion-defective mutant growth rescue, CellTiterGlo 48 h; 320,000 compounds, 0.23% hits;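 also: potency is read from the fitted curve at half-maximal effect; % of control where 0% means no effect; nearly all actives have a fitted effect of over 45% in size; temperature-sensitive fusion mutants such as fzo1-1 at 37 °C on non-fermentable ethanol glycerol medium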
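Growth-rescue viability read-out: after 48 h at the non-permissive 37C in glycerol/ethanol YPEG, yeast mitochondrial fusion mutants are measured by CellTiterGlo luminescence; compounds (23 nl pinned per well) restoring growth score as division inhibitors or fusion activators.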
AT treatment: potential ataxia-telangiectasia treatment. […] A-T fibroblasts, KAP-1 phosphorylation AlphaLISA; neocarzinostatin DNA damage 30 min before lysis. 320,000 compounds, 0.19% hits. Potency, µM (titrated, usually from 57.5 µM), for inactives: top-dose activation, hits mostly activators. AID 485349; also: potency is read from the fitted curve at half-maximal effect; % of control where 0% means no effect; nearly all actives have a fitted effect of over 45% in size
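hTERT-immortalized A-T patient fibroblasts ([…]), 500 cells/well in OPTI-MEM, 1% FBS, got compounds for 60 min, then NCS for 30 min at 37C. Lysates were then assayed for phospho-KAP-1 by AlphaLISA (anti-pKAP1 donor, anti-KAP1 acceptor beads), 6 hr at 25C.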
Tb PFK block: inhibitors of T. brucei phosphofructokinase; 330,000 compounds, 0.17% hits; Potency, µM (doses to about 57.5 µM), without a hit: at the highest dose activity, negative = inhibition, usual class: inhibitors; O15648; T. brucei PFK, ADP-Glo luminescence;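 also: potency is read from the fitted curve at half-maximal effect; 0% = uninhibited 1x PFK enzyme wells and -100% = no-enzyme wells; nearly all actives have a fitted effect of over 60% in size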
Target sequence (O15648 whole entry, looked up): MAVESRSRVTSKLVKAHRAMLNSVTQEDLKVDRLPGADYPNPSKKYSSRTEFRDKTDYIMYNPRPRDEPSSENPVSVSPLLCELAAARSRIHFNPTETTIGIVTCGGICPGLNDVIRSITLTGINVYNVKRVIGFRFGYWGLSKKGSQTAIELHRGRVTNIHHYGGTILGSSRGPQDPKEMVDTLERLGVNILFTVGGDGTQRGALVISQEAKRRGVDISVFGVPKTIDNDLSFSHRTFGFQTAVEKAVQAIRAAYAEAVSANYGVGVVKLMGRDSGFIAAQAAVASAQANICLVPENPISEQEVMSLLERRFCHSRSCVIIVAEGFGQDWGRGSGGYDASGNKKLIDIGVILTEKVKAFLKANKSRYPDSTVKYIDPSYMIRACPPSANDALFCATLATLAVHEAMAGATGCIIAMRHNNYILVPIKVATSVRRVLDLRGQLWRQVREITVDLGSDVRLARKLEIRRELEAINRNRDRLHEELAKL
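Compounds were pin-transferred as a titration series up to 57 uM into substrate buffer (0.5 mM F6P, 0.1 mM ATP, pH 8.0), then 1.25 nM PFK was added and reactions ran 45 min before ADP-Glo detection.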
An asterisk follows results filed as active; ? = inconclusive; / = no result given; & = joins results of further samples; [ ] = another dose, or the depositor's remark. Unless noted, calls follow the shape of the dose curve; as a rule, active = well fitted curve in the direction sought with a large enough effect; inconclusive = small, poorly fitted or top-dose-only effect, or another doubt; inactive = no such curve, though single readings can be large; an effect the other way counts as inactive or inconclusive.

Compound	a7 integrin act	TSHR antag	ELG1 DNA repair	Eya2 inh	S-ASM inh	TSG101-PTAP inh	TCR act	BCR signal inh	Mito fusion act	AT treatment	Tb PFK block
O=c1c(Cl)c(N2CCOCC2)cnn1-c1ncc(C(F)(F)F)cc1Cl	15%	-1	5%	0%	-1%	-7%	3%	4%	3%	-1%	0%
Cc1ccc(NC(=O)c2snc3ccc(Cl)cc23)cc1C	-1%	-29	?	-3%	-21%	1%	10%[46.1 µM]	?	3%	8%	0%
O=C(C1CCCO1)N1CCN(C(=S)Nc2ccc(Cl)c(Cl)c2)CC1 (stereo not given)	24%	6	8%	7%	3%	-2%	-7%[46.1 µM]	7%	-33%[inhibitor]	17%	-12%
CCOC(=O)N1CCN(CC(O)COCC2=CCC3CC2C3(C)C)CC1 (stereo not given)	-24%	18	6%	-4%	-4%	5%	-13%	9%	-4%	0%	2%
CCc1cc(=O)oc2c3c(cc(OCC(=O)NCc4cccnc4)c12)OC(C)(C)CC3	7%	0	3.7µM*	-4%	20%	-1%	-8%	?	7%	2%	0%
[N-]=[N+]=NC1C[C@H](n2ccc(=O)[nH]c2=O)O[C@@H]1CO (stereo not given in full)	/	-2	-5%	-6%	0%	0%	0%	1%	0%	10%	1%
CCOc1c(Cl)cc(CNc2nnnn2C)cc1OC	6%	0	5%	-1%	-1%	-2%	1%	1%	-1%	-1%	2%
CCOC(=O)CNC(=O)c1nn(-c2ccc(OCC)cc2)c(=O)c2ccccc12	16%	0	?	-11%	-3%	-6%	0%	3%	15%	/	3%
COc1ccccc1/C=N\NC(=O)c1c(C)nc2ccc(Cl)cn12	18%	-6	9%	5%	-4%	-2%	-1%	0%	2%	-7%	-5%
Cc1ccccc1-n1nc(-c2cccnc2)cc1C(=O)N/N=C/c1ccncc1	33%	-4	-26%	-7%	0%	0%	1%	-13%	-4%	2%	-6%
O=C(C1CCCN(Cc2cccc(Cl)c2)C1)N1CCCCC1 (stereo not given)	-27%	14	-13%	2%	7%	2%	-7%	0%	1%	14%	-4%
CC(C)[C@H](NC(=O)N1CC(=O)Nc2ccccc21)C(=O)N[C@H](Cc1ccccc1)C(=O)O	-27%	25	1%	-2%	2%	-6%	-22%	-4%	1%	0%	2%
CCOc1cccc(CNCc2cccnc2)c1OCc1ccccc1	8%	5	?	-19%	-1%	0%	-7%	4%	1%	2%	2%
CCn1cc(Br)c(C(=O)Nc2ccc(C(=O)OC(C)C)cc2)n1	-2%	0	14%	-17%	-8%	-1%	-1%	-7%	9%	7%	1%
CNC(=O)C(NC(=O)CNC(=O)c1ccc(Cl)cc1)C(C)(C)C (stereo not given)	6%	-3	9%	5%	-2%	-2%	-3%	-2%	9%	0%	-3%
O=C(O)C1CCCCC1C(=O)NC1C2CC3CC(C2)CC1C3 (stereo not given)	17%	10	8%	-4%	-3%	-1%	2%	2%	1%	-14%	0%
CC(Sc1ccsc1[N+](=O)[O-])C(=O)NCc1ccccc1 (stereo not given)	/	-5	4%	-1%	/	/	/	-1%	15%	0%	-2%
Cc1ccc(NC(=O)CCc2c(C)nc3ncnn3c2C)cc1	-1%	0	-4%	-17%	-1%	-3%	-8%	?	-1%	10%	0%
CCN(CC)S(=O)(=O)c1ccc(Cl)c(NC(=O)CSc2cccc[n+]2[O-])c1	-24%	11	2%	-6%	0%	0%	1%	-10%	0%	2%	0%
COc1cc2[nH]c(=S)n(CCN3CCOCC3)c(=O)c2cc1OC	8%	7	1%	1%	1%	-6%	1%	-2%	-2%	2%	-11%
CC(=O)NC(c1ccco1)c1cc(F)c2cccnc2c1O (stereo not given)	/	22&-15	?	-9%&-8%	2%	1%	4%	?	7%&-5%	9%&6%	1%&7%
CN(C)c1ccc(Nc2nc(-c3cccnc3)cs2)cc1	35%	-13	?	-6%[15.4 µM]	0%	-3%	5%	?	0%	-5%	-4%
Cc1ccc(NC(=O)Nc2ccccc2CC[N+](=O)[O-])cc1	-5%	0	17%	-1%	-1%	0%	2%	?	-2%	-1%	-5%
O=C(NC1CC1)C1CCN(S(=O)(=O)c2ccc(Cl)c([N+](=O)[O-])c2)CC1	-59%[inhibitor]	2	?	7%	-1%	-3%	-2%	?	-3%	-5%	-21%
CCC(C)(C)NC(=O)C1CCCN(S(=O)(=O)c2ccc3c(c2)CC(C)N3C(=O)C2CC2)C1 (stereo not given)	20%	-11	12%	-6%	-1%	-4%	3%	5%	11µM*	-2%	16%
CCCCC(CC)C(=O)Nc1ncc([N+](=O)[O-])s1 (stereo not given)	30%	-1	18%	0%	-2%	0%	-2%	-8%	0%	3%	-10%
O=C(O)CC(=O)NC12CC3CC(CC(C3)C1)C2	4%&5%	-3&-9	12%&-1%	-3%&15%	-2%&2%	-3%&0%	6%&-5%	-1%&-4%	-1%&-2%	3%&-2%	-1%&5%
Cc1cc2oc(=O)cc(-c3ccccc3)c2c(C)c1-c1ccc(F)c(Cl)c1	12%	-7	3%	-4%	-5%	2%	-4%[46.1 µM]	2%	/	11%	0%
O=C(CC1SC2=NCCN2C1=O)Nc1ccccc1 (stereo not given)	17%	40	13%	7%	5%	-4%	1%	7%	-4%	25%	-4%
CC(C)c1ccc(N(C(=O)c2ccco2)C(C(=O)NC2CCCC2)c2ccncc2)cc1 (stereo not given)	-12%	7	?	-21%	2%	-1%	-1%	5%	6%	7%	2%
O=C(CN1CCCCC1)Nc1ccc(S(=O)(=O)NC2CCCCC2)cc1	-31%	13	-16%	-7%	5%	-3%	2%	24%	0%	3%	20%

Some of these compounds in order of number of heavy atoms, rising.
Compound	a7 integrin act	TSHR antag	ELG1 DNA repair	Eya2 inh	S-ASM inh	TSG101-PTAP inh	TCR act	BCR signal inh	Mito fusion act	AT treatment	Tb PFK block
O=C(O)CC(=O)NC12CC3CC(CC(C3)C1)C2	4%&5%	-3&-9	12%&-1%	-3%&15%	-2%&2%	-3%&0%	6%&-5%	-1%&-4%	-1%&-2%	3%&-2%	-1%&5%
CCCCC(CC)C(=O)Nc1ncc([N+](=O)[O-])s1 (stereo not given)	30%	-1	18%	0%	-2%	0%	-2%	-8%	0%	3%	-10%
O=C(CC1SC2=NCCN2C1=O)Nc1ccccc1 (stereo not given)	17%	40	13%	7%	5%	-4%	1%	7%	-4%	25%	-4%
CC(=O)NC(c1ccco1)c1cc(F)c2cccnc2c1O (stereo not given)	/	22&-15	?	-9%&-8%	2%	1%	4%	?	7%&-5%	9%&6%	1%&7%
O=C(NC1CC1)C1CCN(S(=O)(=O)c2ccc(Cl)c([N+](=O)[O-])c2)CC1	-59%[inhibitor]	2	?	7%	-1%	-3%	-2%	?	-3%	-5%	-21%
O=C(CN1CCCCC1)Nc1ccc(S(=O)(=O)NC2CCCCC2)cc1	-31%	13	-16%	-7%	5%	-3%	2%	24%	0%	3%	20%
Cc1cc2oc(=O)cc(-c3ccccc3)c2c(C)c1-c1ccc(F)c(Cl)c1	12%	-7	3%	-4%	-5%	2%	-4%[46.1 µM]	2%	/	11%	0%

No enrichment for hits; overall some 3.2% were active at least once.
